# Source: PubChem
# Peg3 prom inh = inhibitors of Peg3 promoter. AID 588405. inhibition, % at 20 µM. HeLa PEG-Prom luciferase reporter, luminescence, overnight. 360,000 tested, 1.7% active;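 active = inhibition of at least 50% at 20 µM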
# HTR2A ag = agonists of mouse serotonin 5-HT2A receptor (HTR2A); P35363; 360,000 tested, 0.66% active; activation, % at 7.6 µM; CHO-K1 mHTR2A beta-arrestin complementation, luminescence; percent of 30 µM serotonin response; AID 624169;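 active = activation above a run cutoff, the mean activation of all tested compounds plus 3 SD, cut at about 14% in these data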;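 also: 0% = plate median of compound wells and 100% = 30 µM serotonin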
# MITF TRPM1 inh = reduces MITF-dependent TRPM1 promoter luciferase signal | AID 488899 | 330,000 tested, 0.83% active | inhibition, % at 12.5 µM | SK-MEL-5 TRPM1 promoter luciferase, 24 h;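 active = mean inhibition across replicates of 60% or more, whatever share of single replicates reaches that level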; also: values of inactives mirror those of a sister screen read the other way
# Cardio protect = protects H9c2 cardiomyocytes from peroxide injury. H2O2 injury protection, ATPLite, 2 h. protection from H2O2 cell death, % at 20 µM. 360,000 tested, 0.63% active. AID 588492;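 active = compounds giving at least 50% protection of heart cells from peroxide-induced death in the single-dose screen, raw or plate-pattern-corrected value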;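 also: 0% = DMSO wells with peroxide and 100% = DMSO wells without peroxide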
# NR2E3 ag-1 = human photoreceptor-specific nuclear receptor agonism. CHO-S Gal4-NCOR/VP16-NR2E3 two-hybrid, luciferase. AID 602229. 360,000 tested, 0.35% active. inhibition of corepressor binding, % at 3.98 µM. Q9Y5X4;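 active = inhibition above the mean of all tested compounds plus 3 SD, cut at about 70% in these data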;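 also: 0% = DMSO with NR2E3 transfected cells and 100% = cells lacking NR2E3 construct; higher means lower luciferase signal from less NR2E3 corepressor binding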
# Target sequence (Q9Y5X4 whole entry, looked up, the tested form may be a part): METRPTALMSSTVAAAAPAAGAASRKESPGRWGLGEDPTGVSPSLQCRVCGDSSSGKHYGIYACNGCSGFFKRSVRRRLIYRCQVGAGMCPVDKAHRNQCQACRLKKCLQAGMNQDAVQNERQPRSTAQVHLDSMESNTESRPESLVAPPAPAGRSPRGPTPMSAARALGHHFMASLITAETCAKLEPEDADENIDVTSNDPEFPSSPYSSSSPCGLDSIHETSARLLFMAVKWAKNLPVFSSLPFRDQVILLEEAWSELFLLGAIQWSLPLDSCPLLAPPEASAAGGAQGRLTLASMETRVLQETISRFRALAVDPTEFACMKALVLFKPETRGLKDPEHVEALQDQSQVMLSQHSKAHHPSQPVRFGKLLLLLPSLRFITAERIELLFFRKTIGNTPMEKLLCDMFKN
# CaV13 FRET inh = Disruptors of the CACNA1D IQ motif to Ca2+-dependent inactivation inhibitor domain association, primary screening, Förster resonance energy transfer in intact living …; HEK cells, CFP/YFP FRET ICDI-IQ, plate reader, 10 min; percent FRET-ratio fall versus neutral wells; inhibition, % at 12.3 µM; 340,000 tested, 0.098% active;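 active = mean replicate inhibition of at least 30% and at least 1% of replicates passing that level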;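 also: 0% = median of the neutral control wells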
# iPSC survival up = enhancers of human iPSC single-cell survival. survival enhancement, % at 20 µM. hiPSC single-cell survival, ATPlite luminescence; 100% = ROCK inhibitor wells, 0% = DMSO. 360,000 tested, 0.044% active. AID 602274; in the data active = survival enhancement above about 18%;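 also: cells exposed to compounds for 16 hours before the ATP read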
# HIF-2a inh = blocks HIF-2a reporter activity. 786-0 RCC cells HIF-2a reporter, luciferase luminescence, overnight. inhibition, % at 18.8 µM. 360,000 tested, 0.72% active;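 active = inhibition of the luminescence signal of 40% or more relative to plate controls, in a single-dose primary screen at 18.75 µM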
# Shn3 3UTR inh = Schnurri-3 reporter inhibition in Clone20 osteoblasts. Clone20 osteoblast Shn3 3'UTR firefly luciferase, 24 h. inhibition, % at 12.5 µM. 360,000 tested, 0.52% active. AID 588674;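 active = mean inhibition of at least 75% with every replicate also reaching 75%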;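 also: 0% = median of neutral control wells and 100% = pilot-screen positive control compound; some compounds past the cut are filed as inactive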
# NR2E3 ag-2 = NR2E3 (human) agonism | GST-NR2E3/biotin-RetCOR TR-FRET, 1536-well | inhibition of corepressor binding, % at 4.78 µM | 320,000 tested, 0.12% active | AID 2300;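 active = percent inhibition above the cutoff of mean plus 3 SD of all tested compounds, set per screening campaign, cut at about 20% in these data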;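 also: 0% = DMSO wells and 100% = biotin wells as full block of FRET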
#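 System: GST-NR2E3 and biotin-RetCOR proteins; probe or stimulus: 7 nM biotin-RetCOR; doses: compound at 4.8 µM, single dose; schedule: Compound–protein incubation for 5 h at 4 °C; detection: time-resolved FRET; read-out: percent inhibition; controls: biotin wells as high control, 0.6% DMSO wells as low control; format: 1536-well plates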
# PDI turbidity = blocks human protein disulfide isomerase activity | P07237 | PDI insulin aggregation turbidity, A650, 90 min | inhibition, % at 10 µM | 350,000 tested, 0.052% active;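 active = mean inhibition across replicates of 30% or more, whatever share of single replicates reach that level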;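 also: absorbance from insulin aggregation driven by PDI reduction with DTT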
# Target sequence (P07237 whole entry, looked up): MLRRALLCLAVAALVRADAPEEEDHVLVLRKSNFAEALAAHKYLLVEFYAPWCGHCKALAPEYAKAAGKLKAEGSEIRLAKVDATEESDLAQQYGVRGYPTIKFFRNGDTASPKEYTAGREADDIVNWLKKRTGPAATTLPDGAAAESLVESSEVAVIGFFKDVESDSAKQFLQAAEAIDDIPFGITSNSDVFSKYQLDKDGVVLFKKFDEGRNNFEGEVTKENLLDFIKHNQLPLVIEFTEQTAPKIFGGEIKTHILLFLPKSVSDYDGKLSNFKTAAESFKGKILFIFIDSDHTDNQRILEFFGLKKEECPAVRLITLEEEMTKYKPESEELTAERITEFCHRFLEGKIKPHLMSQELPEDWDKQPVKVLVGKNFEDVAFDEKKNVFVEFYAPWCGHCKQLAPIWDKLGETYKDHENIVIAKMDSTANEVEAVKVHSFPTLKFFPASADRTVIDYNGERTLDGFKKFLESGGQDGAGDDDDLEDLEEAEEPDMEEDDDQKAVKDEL
# * hit, by the source's call; . = no result given.
SMILES,Peg3 prom inh,HTR2A ag,MITF TRPM1 inh,Cardio protect,NR2E3 ag-1,CaV13 FRET inh,iPSC survival up,HIF-2a inh,Shn3 3UTR inh,NR2E3 ag-2,PDI turbidity
Cc1ccc(S(=O)(=O)N(Cc2cccc([N+](=O)[O-])c2)C(=O)N2CCN(C)CC2)cc1,-0.6,5.6,4.9,-4.1,-3.3,-5.7,1.0,-0.7,-8.9,.,-18.0
O=C1C=C(c2ccc3c(c2)OCO3)C[C@@H](c2ccc(Cl)cc2)C1,-7.5,3.7,.,-7.0,39.0,-5.8,4.4,-8.2,-29.9,3.2,0.8
CCNC(=O)NC(=O)COC(=O)CCc1nc(=O)c2ccccc2n1C,9.8,2.0,-7.3,1.1,-31.0,-4.8,1.1,12.2,-6.1,0.8,1.0
CCOC(=O)Cc1csc(NC(=O)c2ccc3c(c2)OCO3)n1,-58.0,0.3,-20.0,-5.2,-31.4,-3.7,-2.6,-29.0,-17.5,-3.2,-2.8
COc1ccc(N(CC(O)CN2CCCCC2)S(=O)(=O)c2ccc(C)cc2)cc1 (stereo not drawn),5.0,-5.3,-3.8,2.2,-1.6,-4.2,-0.5,2.4,2.1,2.2,1.0
CC(C)(C)n1ncc2c(=O)n(CC(=O)N3CCc4ccccc43)cnc21,-7.4,3.5,-5.4,4.5,7.9,.,1.9,-56.3,1.7,-1.1,-7.0
CCCCC(=O)Nc1cc(OC)c(NC(=S)Nc2ccc(OC)cc2)cc1OC,24.7,-0.9,-5.2,-5.1,-16.7,-0.5,0.4,-6.4,2.2,.,-0.9
Fc1ccccc1CSc1nc2ncc(Br)cc2[nH]1,-213.7,9.1,-36.7,-12.3,-118.4,-1.9,-0.3,-225.0,-29.7,-5.0,-1.2
N#Cc1ccc(-c2ccc(F)cc2)nc1Oc1ccc(F)cc1,23.2,0.0,7.0,-4.6,-4.3,-5.8,3.8,20.6,-11.0,-0.1,2.9
Cc1ccc(Cl)cc1NC(=O)COC(=O)CSc1ccccc1,15.2,4.0,1.7,-1.5,9.8,-5.1,-2.5,0.8,-18.6,.,-0.7

SMILES,Peg3 prom inh,HTR2A ag,MITF TRPM1 inh,Cardio protect,NR2E3 ag-1,CaV13 FRET inh,iPSC survival up,HIF-2a inh,Shn3 3UTR inh,NR2E3 ag-2,PDI turbidity
O=C(Nc1ccc(C(=O)N2CCCC2)cc1)c1cccc(C(F)(F)F)c1,-5.0,1.8,4.1,-0.6,-8.5,-9.5,-0.2,-3.9,2.1,-1.0,-5.1
Oc1ccccc1Nc1nc(NCc2ccco2)c2ccccc2n1,-19.1,-7.4,-2.6,-19.4,-5.1,-5.0,-0.7,-55.6,9.8,-2.0,-3.9
CCc1nc2ccc(C(=O)NCCN3CCOCC3)cn2c1N(C=O)Cc1ccc(OC)cc1,12.8,-4.7,.,0.7,-34.7,-6.8,0.9,6.0,-18.4,.,-6.2
COc1cc(NC(=O)c2sc3ncn(CC(=O)N4CCCCC4)c(=O)c3c2C)cc(OC)c1OC,32.9,6.9,7.5,5.5,4.5,-2.7,0.5,15.6,2.2,-2.3,-4.8
C=CCNc1nc2ccccc2c(=O)[nH]1,-6.6,1.3,2.1,25.3,-1.5,-2.3,-0.1,11.3,10.5,1.6,5.2
CCOC(=O)c1c(CNc2ccncc2)n(C)c2cc(Br)c(O)cc12,4.2,-1.7,12.6,14.8,-13.9,3.4,-2.0,12.9,6.5,-2.4,-13.9
CCN1CCN(c2ccc(NC(=O)c3ccc(F)cc3)cc2Cl)CC1,-7.5,-3.5,-4.7,-1.5,12.9,0.5,-0.5,-3.8,-55.2,1.6,-4.4
COc1ccc(CNC(=O)C[C@H]2C(=O)N(C3CCCCC3)C[C@@H]2Cc2ccccc2)cc1,-7.1,7.3,8.7,-1.1,2.2,-11.0,-1.0,12.3,-1.9,1.0,-4.1
CCc1ccc(OCC2Cn3c(nc4c3c(=O)[nH]c(=O)n4C)O2)cc1 (stereo not drawn),7.1,-3.0,-7.5,0.7,-19.2,-19.7,-0.2,20.3,21.3,.,-0.5
O=C(/C=C/c1cccs1)NCc1ccc2c(c1)OCO2,-41.1,7.6,5.7,-2.1,-63.5,-19.5,-0.3,-190.5,-22.1,-0.5,2.3

SMILES,Peg3 prom inh,HTR2A ag,MITF TRPM1 inh,Cardio protect,NR2E3 ag-1,CaV13 FRET inh,iPSC survival up,HIF-2a inh,Shn3 3UTR inh,NR2E3 ag-2,PDI turbidity
CC(Sc1nc(-c2ccc(F)cc2)cs1)C(=O)Nc1ccc(Cl)cn1 (stereo not drawn),4.0,-1.4,17.8,1.8,-9.3,-5.9,1.3,-3.1,14.3,1.6,-10.6
CCC(C)c1ccc(NC(=S)N2CCN(S(C)(=O)=O)CC2)cc1 (stereo not drawn),2.1,8.3,14.6,-4.3,-1.5,-9.5,-0.5,-0.6,-6.7,2.3,-0.6
CCCS(=O)(=O)NC(=O)C1(C)CCCN(C(=O)c2ccnc(Cl)c2)C1 (stereo not drawn),-1.2,5.9,.,-1.6,-30.2,-7.3,-1.5,21.6,5.3,.,2.5
CCNC(=O)CCSc1nc(C)cc(C)n1,6.5,-1.5,-2.1,3.1,2.1,-8.5,0.6,17.5,17.6,0.6,-6.9
Cc1noc(C)c1COC(=O)CCC(=O)c1ccc(F)cc1,-11.1,-6.1,-2.9,8.1,-18.5,.,-3.3,-6.6,7.8,0.5,-8.9
C/C(=N\NC(=O)C(=O)Nc1cccc(Cl)c1)c1ccncc1,-47.2,2.3,3.0,-6.1,-23.3,-4.6,-1.1,-45.0,79.8,-2.0,-2.4
O=c1c(S(=O)(=O)c2ccc(Cl)cc2)cn(Cc2ccccc2)c2ccc(F)cc12,4.8,-2.8,3.9,-2.6,-9.1,-3.2,5.0,10.1,-1.5,-2.2,3.6
COc1ccc(C(C)=NNS(=O)(=O)c2ccc(C)cc2)cc1OC,-5.6,3.3,.,4.0,1.4,-10.2,-0.1,-2.5,40.6,.,1.9
COc1ccc(C)cc1S(=O)(=O)Nc1cccc(SC)c1,22.3,-1.5,-1.1,-12.8,8.1,-4.6,2.7,18.1,-28.9,1.0,-7.5
Clc1cccc(OCCN2CCN(CCOc3cccc(Cl)c3)CC2)c1,35.0,-9.6,9.1,-12.0,-6.4,-1.2,3.7,19.4,74.0,3.8,-3.1

SMILES,Peg3 prom inh,HTR2A ag,MITF TRPM1 inh,Cardio protect,NR2E3 ag-1,CaV13 FRET inh,iPSC survival up,HIF-2a inh,Shn3 3UTR inh,NR2E3 ag-2,PDI turbidity
Cc1ccc(NC(=O)c2cc(S(=O)(=O)NCCc3ccccc3)ccc2F)cc1Cl,25.4,-1.5,5.7,-12.5,-10.1,-13.7,8.7,-16.1,22.6,-1.5,16.7
CCC(C)SCC(=O)Nc1ccc(S(=O)(=O)N2CCOCC2)cc1OC (stereo not drawn),-47.9,-5.1,-3.2,-5.6,-13.6,6.6,-0.7,-0.6,4.1,3.0,-4.5
CCOC(=O)C1=C(C)NC2=C(C(=O)CCC2)C1c1cccs1 (stereo not drawn),10.2,-5.8,1.5,-2.8,4.6,0.7,0.6,26.8,1.9,0.8,-4.9
COc1ccc(N(CC(=O)NC(C)C)S(=O)(=O)c2ccc(NC(C)=O)cc2)cc1,8.7,0.5,-8.3,7.6,11.2,-9.8,-3.3,5.2,1.2,6.3,-4.4
COc1cc(/C=N/NC(=O)c2ccncc2)ccc1OC(=O)c1cccc(Br)c1,-7.3,1.3,-0.5,10.3,-16.2,-2.1,-0.6,-4.2,7.8,5.4,-2.6
Cc1nc2sccn2c(=O)c1Cl,3.4,3.4,-23.9,6.5,-17.1,-9.0,1.2,-4.2,-19.6,0.3,8.5
COc1ccc(NS(=O)(=O)c2ccc(O)c(NS(=O)(=O)c3ccc(NC(C)=O)cc3)c2)cc1,0.4,3.0,-0.6,10.0,-31.4,-1.6,-0.3,-1.1,-3.7,.,-2.9
COc1ccc(NC(=O)COc2cccc(-n3cnnn3)c2)cc1Cl,-5.9,-0.9,-8.2,-0.5,-41.5,-2.6,-0.5,-6.9,14.8,-0.3,2.6
CC(C)CN(CCC(=O)O)CC(C)C,-0.3,-0.4,6.2,0.1,-2.0,-8.2,0.6,-9.4,9.0,-4.5,7.4
O=C(COc1ccc(Br)cc1)OCCN1CCCCC1,11.4,-1.5,11.7,0.7,-0.1,-4.2,0.5,1.5,18.0,0.6,-11.7

SMILES,Peg3 prom inh,HTR2A ag,MITF TRPM1 inh,Cardio protect,NR2E3 ag-1,CaV13 FRET inh,iPSC survival up,HIF-2a inh,Shn3 3UTR inh,NR2E3 ag-2,PDI turbidity
CC(=O)Nc1ccc(NC(=O)C(C)OC(=O)c2oc3ccccc3c2C)cc1 (stereo not drawn),-5.5,2.2,7.9,-2.5,-27.6,-6.5,2.2,6.4,20.0,-1.1,-3.9
S=c1[nH]ncn2c1cc1oc3ccccc3c12,-54.2,10.0,-34.2,0.6,-41.5,-1.9,0.8,-98.3,-26.5,-137.4,1.4
CCS(=O)(=O)NCC(c1cccnc1)N1CCN(c2ccc(F)cc2)CC1 (stereo not drawn),-5.9,0.9,-1.9,15.6,-12.9,.,-0.8,2.7,4.1,1.9,-2.1
Cc1cc(C(=O)N2CCOCC2)n(-c2ccccc2)n1,2.9,-2.7,.,2.8,-9.1,-0.1,-2.0,13.6,3.7,3.7,12.1
O=C(Nc1ccc2[nH]c(=O)[nH]c2c1)c1ccc([N+](=O)[O-])o1,9.3,-0.5,48.6,44.6,0.7,-2.0,-4.8,15.8,15.6,4.3,-3.5
Cc1nn(CC(=O)Nc2nnc(C(C)C)s2)c(=O)c2ccccc12,8.0,4.7,6.0,11.8,4.2,-2.7,-1.2,8.8,-17.0,1.5,-0.7
O=C(COC(=O)c1ccccc1[N+](=O)[O-])Nc1nnc(-c2ccccc2)o1,-5.8,1.5,-0.4,6.9,-1.9,-3.2,-0.4,6.7,0.7,1.2,13.9
CCc1ccc(CN(C)C(=O)C2CCC(=O)N(CCCN3CCCC3=O)C2)cc1 (stereo not drawn),-10.1,2.4,-13.1,-3.6,5.5,-2.1,-0.3,0.5,8.8,2.2,5.3
C/C(=N\NC(=O)C(C)Nc1cccc(Cl)c1)c1ccc([N+](=O)[O-])cc1 (stereo not drawn),12.7,-1.1,6.7,-3.5,-6.0,-2.5,3.2,16.0,0.9,-4.2,-0.4
O=C(CSc1nnc(Cc2ccccc2)o1)N1CCCC1,-17.1,-0.7,-0.4,4.5,15.0,-7.0,1.3,0.0,-1.3,-0.6,-2.0
COc1ccc(S(=O)(=O)N2CCOCC2)cc1C(=O)Nc1cccc(C(=O)NC2CC2)c1,-3.6,0.1,.,-0.1,-20.3,-9.9,-1.8,13.1,-11.8,.,10.5
COc1cc(/C=N/n2cnnc2)ccc1OCc1ccc(C)cc1,-295.0,-4.2,-70.2,-2.6,-92.3,.,-2.7,-8.5,-40.5,0.0,-15.0
CC(C)NC(=O)c1ccc2c(c1)N(CC(=O)Nc1ccccc1F)C(=O)C(C)(C)O2,-10.1,-2.9,-4.8,3.5,-15.6,-20.5,-0.6,11.1,0.1,-0.1,1.6
